ARNT-TACC3 inh: disruptors of human ARNT/TACC3 interaction | Q9Y6A5 | AlphaScreen His-ARNT PAS-B/GST-TACC3 binding, luminescence; TACC3 fragment carries E629A point mutation | inhibition, % at 9.99 µM | actives 0.66% (n = 390,000);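 active = mean inhibition of replicates at least 50% and at least half of replicates each reaching 50%; inconclusive = half or more replicates reach 50% but mean below 50%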;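 also: 0% = complete ARNT plus TACC3 wells and 100% = ARNT alone without TACC3; many hits fall short of the cut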
GSIS activator: primary screen for activators of insulin secretion dependent on glucose, INS-1E cells, GLuc reporter luminescence; INS-1E GLuc reporter insulin secretion, 2-3 h; activation, % at 16.6 µM; actives 0.61% (n = 370,000); AID 743287;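 active = lowest replicate activation of at least 40%, so every replicate reaches that level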;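 also: 0% = median of neutral control wells and 100% = median of IBMX positive control wells; some compounds called inactive have numbers as strong as hits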
DENV2 CPE rescue: protects cells from dengue virus 2 cytopathic effect. DENV2-infected cells, cytopathic effect rescue, plate reader. CPE inhibition, % at 9.99 µM. actives 1.7% (n = 350,000). AID 651640; in the data active = CPE inhibition above about 20%, passing the limit was not always enough; inconclusive = no clear call, values can overlap the other calls; tested in BHK-21 cells;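 also: 0% = median of neutral control wells and 100% = median of positive control wells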
ERp5 inh: inhibitors of human ERp5; AID 651711; actives 0.05% (n = 350,000); ERp5 insulin aggregation, absorbance 650 nm, 90 min; inhibition, % at 9.99 µM; Q15084;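 active = mean replicate inhibition above about 25%, with every replicate also reaching it, limit read from the data, passing the limit was not always enough; inconclusive = only one of those two criteria met; inactive = neither criterion met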
Target sequence (Q15084 whole entry, looked up): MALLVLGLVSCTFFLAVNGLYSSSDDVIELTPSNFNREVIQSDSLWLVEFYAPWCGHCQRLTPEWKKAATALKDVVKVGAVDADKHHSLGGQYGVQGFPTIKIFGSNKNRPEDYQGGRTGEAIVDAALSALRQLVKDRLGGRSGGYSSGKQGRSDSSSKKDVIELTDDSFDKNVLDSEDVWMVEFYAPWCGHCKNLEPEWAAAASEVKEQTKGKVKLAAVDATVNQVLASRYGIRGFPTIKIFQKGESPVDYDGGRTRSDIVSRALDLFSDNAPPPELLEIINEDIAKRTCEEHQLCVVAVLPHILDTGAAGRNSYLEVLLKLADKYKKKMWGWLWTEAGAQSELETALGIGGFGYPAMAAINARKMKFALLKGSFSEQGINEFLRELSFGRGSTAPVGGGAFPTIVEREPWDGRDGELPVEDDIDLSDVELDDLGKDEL
EWS-Fli inh: blocks EWS/Fli oncoprotein-driven transcription; A673 NR0B1-luciferase reporter, viability-normalised; actives 0.67% (n = 350,000); inhibition, % at 12.6 µM; AID 651661;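 active = mean inhibition of at least 50% after viability correction, with every replicate also passing that limit; inconclusive = mean reaches 50% but only one of two replicates passes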;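 also: firefly luciferase signal divided by Alamar Blue viability fluorescence both relative to DMSO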
F508del corr: CFTR F508del correction in bronchial cells. CFBE cells, YFP halide quenching; stimulated with forskolin plus potentiator P3; % fluorescence drop versus neutral controls. activity (quench increase), % at 7.58 µM. actives 0.36% (n = 350,000);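 active = mean added fluorescence quench of at least 8% versus neutral control, with both replicates also reaching 8%; inconclusive = only one of the mean or replicate conditions met; inactive = mean below 8% and not both replicates reaching 8%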;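 also: cells transiently co-express mutant CFTR-F508del with the halide-sensitive YFP; corrector assay measuring rescue of mutant channel to the surface after 24 h compound exposure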
XiGFP reactiv: activators of X-chromosome reactivation in mouse fibroblasts; XiGFP mouse fibroblasts, % GFP-positive cells imaging, 3 d; cells co-treated with 5-aza-dC sensitizer; scaled so ellipticine positive control = 100%; activation, % at 7.58 µM; AID 743238; actives 0.055% (n = 360,000);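 active = mean normalized replicate activation at least 10% and every replicate at or above 10%; inconclusive = only one of the two criteria met; inactive = mean below 10% and not all replicates reach 10%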;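 also: 0% = median of on-plate neutral control wells and 100% = ellipticine 6 µM median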
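Material: XiGFP fibroblasts, SV40-immortalized; Buffer or medium: DMEM containing 5-aza-dC; Compound dosing: single point; Times: 3 days compound exposure.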
PAX8 inh HTS: PAX8 transcriptional activity inhibition. RMG-I TPO-luciferase reporter, SteadyGlo, 24 h. inhibition, % at 12.6 µM. actives 1.2% (n = 360,000). AID 652154;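 active = mean replicate inhibition at least 60% with every replicate also reaching 60%; inconclusive = only one of the two criteria is met; inactive = mean below 60% and not all replicates reaching 60%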;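 also: luciferase light reporting Pax8 driven TPO promoter activity; plate controls were median of neutral control wells for no effect and mitoxantrone controls for full effect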
Starred values were filed as active, the others as inactive.

What do the screens show for `COc1ccc(CC(=O)Nc2ccc(F)c(Cl)c2)cc1S(=O)(=O)N1CCOCC1`?
ARNT-TACC3 inh: 3; GSIS activator: -29; DENV2 CPE rescue: -3; ERp5 inh: -10; EWS-Fli inh: 12; F508del corr: -3.9; XiGFP reactiv: 0.0; PAX8 inh HTS: -1

Results for CCN(C[C@@H]1[C@H](c2ccccc2)[C@H](CO)N1C(=O)COC)S(C)(=O)=O ?
ARNT-TACC3 inh: 4; GSIS activator: 0; DENV2 CPE rescue: 6; ERp5 inh: 5; EWS-Fli inh: 3; F508del corr: -1.6; XiGFP reactiv: 0.1; PAX8 inh HTS: -12

What do the screens show for `C/C(=N/NS(=O)(=O)c1ccc(C(C)C)cc1)c1ccncc1`?
ARNT-TACC3 inh: 4; GSIS activator: -17; DENV2 CPE rescue: -3; ERp5 inh: -1; F508del corr: 2.6; XiGFP reactiv: 0.0

What do the screens show for `CCN(CCn1cccn1)C(=O)c1cc(COc2c(F)cccc2F)on1`?
ARNT-TACC3 inh: 9; GSIS activator: -5; DENV2 CPE rescue: 7; ERp5 inh: 2; EWS-Fli inh: -7; F508del corr: 0.3; XiGFP reactiv: 0.2; PAX8 inh HTS: 3

Results for CC1CCN(S(=O)(=O)c2cccc(C(=O)NC3CCCC3)c2)CC1 ?
ARNT-TACC3 inh: -1; GSIS activator: 5; DENV2 CPE rescue: -8; ERp5 inh: -4; F508del corr: -0.4; XiGFP reactiv: 0.1; PAX8 inh HTS: -10

What do the screens show for `CCCCN(C=O)c1c(CC)nc2c(OCc3ccc(C(F)(F)F)cc3)cccn12`?
GSIS activator: 1; DENV2 CPE rescue: 1; ERp5 inh: 8; EWS-Fli inh: 16; F508del corr: -3.2; XiGFP reactiv: 0.1; PAX8 inh HTS: 10

Results for CC(C)NC(=O)N1CCCCN2[C@H](CO)[C@H](c3ccc(C#C[C@H](C)O)cc3)[C@H]2C1 ?
ARNT-TACC3 inh: -8; GSIS activator: 6; EWS-Fli inh: 2; F508del corr: 1.1; XiGFP reactiv: 0.0; PAX8 inh HTS: 1

How did O=C(O)CSc1c(Cl)c(=O)oc2ccc(Cl)cc12 do in these assays?
DENV2 CPE rescue: -9; ERp5 inh: 1; EWS-Fli inh: -8; F508del corr: -0.5; XiGFP reactiv: 0.0; PAX8 inh HTS: -11

Results for O=C(CCC(=O)c1ccc(F)cc1)OCc1nnc(-c2ccc([N+](=O)[O-])cc2)o1 ?
ARNT-TACC3 inh: 0; GSIS activator: 3; DENV2 CPE rescue: -1; ERp5 inh: -1; EWS-Fli inh: 1; F508del corr: -2.3; XiGFP reactiv: 0.0; PAX8 inh HTS: 0

What do the screens show for `CSCC(C)N1CCC(n2nccc2NC(=O)c2ccccc2C)CC1` (stereo not drawn)?
ARNT-TACC3 inh: 8; GSIS activator: 8; DENV2 CPE rescue: -5; ERp5 inh: 7; EWS-Fli inh: -10; F508del corr: 1.6; XiGFP reactiv: -0.1; PAX8 inh HTS: 0

Results for COCC(=O)Nc1ccc2c(c1)C(=O)N(C)[C@H]1CC[C@H](CC(=O)NCC3CC3)O[C@H]1CO2 ?
ARNT-TACC3 inh: -5; GSIS activator: 3; DENV2 CPE rescue: -6; ERp5 inh: 2; EWS-Fli inh: 5; F508del corr: 3.0; XiGFP reactiv: -0.1; PAX8 inh HTS: 4

Results for CCC(=O)N[C@H]1C=C[C@H](CC(=O)NCc2ccccc2OC)O[C@H]1CO ?
GSIS activator: 8; DENV2 CPE rescue: 1; ERp5 inh: -4; EWS-Fli inh: 8; F508del corr: -1.4; XiGFP reactiv: -0.4; PAX8 inh HTS: -6

What do the screens show for `CC(C)CNC(=O)c1ccc(-c2ccc(F)c(F)c2)c2ccoc12`?
GSIS activator: -9; DENV2 CPE rescue: 14; ERp5 inh: 0; EWS-Fli inh: -10; F508del corr: 1.8; XiGFP reactiv: 0.1; PAX8 inh HTS: -4

How did Cc1noc(C)c1S(=O)(=O)N(C)C[C@H]1OCCCC[C@@H](C)Oc2ccc(NC(=O)c3ccccc3)cc2C(=O)N([C@@H](C)CO)C[C@@H]1C do in these assays?
ARNT-TACC3 inh: -5; GSIS activator: -16; DENV2 CPE rescue: -1; ERp5 inh: 1; EWS-Fli inh: 0; F508del corr: 0.4; XiGFP reactiv: -0.4; PAX8 inh HTS: -5

How did CCC1(C)CC(CCN(Cc2ccco2)C(C)=O)(c2ccccc2)CCO1 (stereo not drawn) do in these assays?
GSIS activator: -32; DENV2 CPE rescue: -2; ERp5 inh: 8; EWS-Fli inh: 4; F508del corr: -0.5; XiGFP reactiv: 0.1; PAX8 inh HTS: 19

Results for CCC[n+]1cn(/C(C(=S)Nc2cccc(Cl)c2C)=C(/[O-])c2ccc(OC)c(OC)c2)c2ccccc21 ?
ARNT-TACC3 inh: 10; GSIS activator: -2; ERp5 inh: 4; EWS-Fli inh: 12; F508del corr: 2.2; XiGFP reactiv: 0.0; PAX8 inh HTS: 13

Results for COc1ccc(NC(=O)CCCn2c(=O)c3sccc3n(Cc3ccccc3C)c2=O)cc1 ?
ARNT-TACC3 inh: -1; GSIS activator: -22; XiGFP reactiv: -0.1; PAX8 inh HTS: 26

How did CSC1(SC2=NCCN2)SC2(NCCN2)S1 do in these assays?
ARNT-TACC3 inh: -9; GSIS activator: 5; DENV2 CPE rescue: -8; ERp5 inh: 2; EWS-Fli inh: -2; F508del corr: -2.8; XiGFP reactiv: -0.1; PAX8 inh HTS: 34

Results for OC(COc1ccc(Br)cc1)CN1CCCC1 (stereo not drawn) ?
ARNT-TACC3 inh: -2; GSIS activator: 0; DENV2 CPE rescue: -7; ERp5 inh: 4; EWS-Fli inh: 3; F508del corr: 0.0; XiGFP reactiv: 0.1; PAX8 inh HTS: 11

How did C[C@H]1CN([C@@H](C)CO)C(=O)c2cc(NC(=O)Nc3cccc4ccccc34)ccc2O[C@H]1CN(C)Cc1ccc(C(=O)O)cc1 do in these assays?
ARNT-TACC3 inh: -4; GSIS activator: 25; DENV2 CPE rescue: 4; ERp5 inh: 6; EWS-Fli inh: 8; F508del corr: -2.7; XiGFP reactiv: -0.8; PAX8 inh HTS: 14

Results for COC(=O)C(=CC(=CN(C)C)C=C(C(=O)OC)C(=O)OC)C(=O)OC ?
ARNT-TACC3 inh: -9; GSIS activator: -22; DENV2 CPE rescue: 2; ERp5 inh: 2; EWS-Fli inh: 13; F508del corr: 3.5; XiGFP reactiv: 0.1; PAX8 inh HTS: -1

Results for O=C(C[C@@H]1CC[C@@H]2[C@H](COC[C@H](O)CN2Cc2cccc(C(F)(F)F)c2)O1)NCc1ccncc1 ?
ARNT-TACC3 inh: 6; GSIS activator: -2; DENV2 CPE rescue: -5; ERp5 inh: 1; EWS-Fli inh: 3; F508del corr: -0.4; XiGFP reactiv: -0.2; PAX8 inh HTS: 12

How did N#CC/C(N)=N/Nc1nc2ccccc2nc1Cc1ccccc1 do in these assays?
ARNT-TACC3 inh: 30; GSIS activator: 9; DENV2 CPE rescue: -4; ERp5 inh: 4; EWS-Fli inh: 13; F508del corr: 2.7; XiGFP reactiv: 0.0; PAX8 inh HTS: 17

How did COC(=O)c1ccc(CNC(=O)/C=C/[C@H]2O[C@@H](n3cc(C)c(=O)[nH]c3=O)C[C@@H]2O)cc1 do in these assays?
DENV2 CPE rescue: -5; ERp5 inh: -14; EWS-Fli inh: 0; F508del corr: 2.5; XiGFP reactiv: 0.1; PAX8 inh HTS: -4

How did CCCC#Cc1ccc2c(c1)O[C@H](CN(C)C)[C@@H](C)CN([C@@H](C)CO)S2(=O)=O do in these assays?
ARNT-TACC3 inh: 0; GSIS activator: 3; DENV2 CPE rescue: 1; ERp5 inh: -3; EWS-Fli inh: 5; F508del corr: -0.9; XiGFP reactiv: -0.2; PAX8 inh HTS: 0

What do the screens show for `COc1ccc(NC(=O)Nc2ccc3c(c2)C(=O)N([C@@H](C)CO)C[C@@H](C)[C@H](CN(C)C(=O)CCCN(C)C)OCCCC[C@H](C)O3)cc1`?
ARNT-TACC3 inh: -6; GSIS activator: -1; DENV2 CPE rescue: 1; ERp5 inh: 22; EWS-Fli inh: -8; F508del corr: 1.0; XiGFP reactiv: 0.0

What do the screens show for `CCOc1ccc2[nH]cc(C(=O)O)c(=O)c2c1`?
ARNT-TACC3 inh: -2; GSIS activator: -9; DENV2 CPE rescue: 15; ERp5 inh: -1; EWS-Fli inh: 9; F508del corr: 4.5

How did O=C(C[C@H]1CC[C@@H](NS(=O)(=O)c2ccc(F)cc2)[C@H](CO)O1)NC1CCC1 do in these assays?
ARNT-TACC3 inh: 30*; GSIS activator: 12; DENV2 CPE rescue: -1; ERp5 inh: -1; EWS-Fli inh: 1; F508del corr: 1.8; XiGFP reactiv: -0.3; PAX8 inh HTS: 3

How did Cc1ccc(-c2cc(NC(=O)c3ccccc3[N+](=O)[O-])n[nH]2)cc1 do in these assays?
ARNT-TACC3 inh: 8; GSIS activator: -32; DENV2 CPE rescue: -6; ERp5 inh: 4; EWS-Fli inh: -51; F508del corr: -1.3; XiGFP reactiv: 0.2; PAX8 inh HTS: 5

What do the screens show for `C[C@H]1CN([C@@H](C)CO)S(=O)(=O)c2ccc(Br)cc2O[C@@H]1CN(C)C`?
ARNT-TACC3 inh: -3; GSIS activator: 8; DENV2 CPE rescue: -8; ERp5 inh: -3; EWS-Fli inh: -8; F508del corr: -2.5; XiGFP reactiv: -0.3

Results for CCNC(=O)C[C@@H]1CC[C@@H]2[C@H](COc3ccc(NC(=O)Nc4ccc(Cl)cc4)cc3C(=O)N2C)O1 ?
ARNT-TACC3 inh: -2; GSIS activator: -10; DENV2 CPE rescue: 1; ERp5 inh: 3; EWS-Fli inh: -9; F508del corr: -0.8; XiGFP reactiv: 0.1; PAX8 inh HTS: 12

What do the screens show for `C=CCOc1ccc(C(=O)Nc2ncn[nH]2)cc1`?
ARNT-TACC3 inh: -2; GSIS activator: 15; DENV2 CPE rescue: 15; ERp5 inh: 4; EWS-Fli inh: -23; F508del corr: 2.3; XiGFP reactiv: -0.1; PAX8 inh HTS: -21

How did Nc1c(N(Cc2ccco2)C(=O)c2cccc(Cl)c2)c(=O)[nH]c(=O)n1Cc1ccccc1 do in these assays?
ARNT-TACC3 inh: -1; GSIS activator: -5; DENV2 CPE rescue: inconclusive; ERp5 inh: -3; EWS-Fli inh: 2; F508del corr: -3.4; XiGFP reactiv: 0.0; PAX8 inh HTS: 9

Looked up one by one from above (three):
Results for COC(=O)C(=CC(=CN(C)C)C=C(C(=O)OC)C(=O)OC)C(=O)OC ?
ARNT-TACC3 inh: -9; GSIS activator: -22; DENV2 CPE rescue: 2; ERp5 inh: 2; EWS-Fli inh: 13; F508del corr: 3.5; XiGFP reactiv: 0.1; PAX8 inh HTS: -1

How did Nc1c(N(Cc2ccco2)C(=O)c2cccc(Cl)c2)c(=O)[nH]c(=O)n1Cc1ccccc1 do in these assays?
ARNT-TACC3 inh: -1; GSIS activator: -5; DENV2 CPE rescue: inconclusive; ERp5 inh: -3; EWS-Fli inh: 2; F508del corr: -3.4; XiGFP reactiv: 0.0; PAX8 inh HTS: 9

What do the screens show for `C[C@H]1CN([C@@H](C)CO)S(=O)(=O)c2ccc(Br)cc2O[C@@H]1CN(C)C`?
ARNT-TACC3 inh: -3; GSIS activator: 8; DENV2 CPE rescue: -8; ERp5 inh: -3; EWS-Fli inh: -8; F508del corr: -2.5; XiGFP reactiv: -0.3

Screens: PubChem BioAssay, Broad Institute
